# Screens deposited in PubChem BioAssay by several laboratories.
# M5 ag = CHRM5 agonism in calcium assay. P08912. CHO-K1 hM5 cells, Fluo-8 calcium fluorescence; 0% DMSO wells, 100% maximal acetylcholine response. activation, % at 3 µM. hit rate 0.19% among 360,000;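 active = activation above the run's mean over test compounds plus 3 SD, cut at about 23% in these data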;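 note: signal is peak over basal fluorescence ratio across the kinetic read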
# CHRM4 antagonist = CHRM4 antagonism in calcium assay; P08173; CHO-hM4 cells, ACh EC80, Fluo-8 calcium fluorescence; inhibition, % at 3 µM; hit rate 0.73% among 360,000;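 active = inhibition above its plate's cutoff, the mean inhibition of sample wells plus 3 SD, cut at about 27% in these data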;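 note: 0% = acetylcholine EC80 with DMSO and 100% = DMSO without agonist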
# M5 antag = CHRM5 antagonism in calcium assay; P08912; CHO-hM5 cells, Fluo-8 calcium fluorescence, ACh EC80; inhibition, % at 3 µM; hit rate 0.59% among 360,000; AID 624040;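 active = inhibition above a per-plate cutoff, the mean of that plate's test compounds plus 3 SD, cut at about 27% in these data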;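 note: 0% = acetylcholine EC80 with DMSO and 100% = DMSO without agonist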
# M4 PAM = positive allosteric modulators of human muscarinic M4 receptor. P08173. activation, % at 3 µM. hit rate 0.4% among 360,000. CHO-K1 hM4/Gqi5, Fluo-8 calcium fluorescence, ACh EC20; 0% = ACh EC20, 100% = maximal ACh. AID 624126;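 active = activation above its plate's cutoff, the mean activation of sample wells plus 3 SD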; note: some results filed as inactive read as strong as hits
# IDE cell inh = inhibitors of human insulin-degrading enzyme in cells; inhibition, % at 5.59 µM; AID 434962; hit rate 0.41% among 320,000; P14735; HEK cells, FAbetaB cleavage, fluorescence polarization;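 active = percent inhibition above the average of all tested compounds plus 3 SD, set per screening campaign, cut at about 16% in these data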;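 note: IDE supplied by intact live HEK cells; FP after avidin binding of uncleaved biotin substrate so inhibition keeps polarization high; 0% = DMSO wells and 100% = 60 µM reference IDE inhibitor Ii1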
# Target sequence (P14735 whole entry, looked up): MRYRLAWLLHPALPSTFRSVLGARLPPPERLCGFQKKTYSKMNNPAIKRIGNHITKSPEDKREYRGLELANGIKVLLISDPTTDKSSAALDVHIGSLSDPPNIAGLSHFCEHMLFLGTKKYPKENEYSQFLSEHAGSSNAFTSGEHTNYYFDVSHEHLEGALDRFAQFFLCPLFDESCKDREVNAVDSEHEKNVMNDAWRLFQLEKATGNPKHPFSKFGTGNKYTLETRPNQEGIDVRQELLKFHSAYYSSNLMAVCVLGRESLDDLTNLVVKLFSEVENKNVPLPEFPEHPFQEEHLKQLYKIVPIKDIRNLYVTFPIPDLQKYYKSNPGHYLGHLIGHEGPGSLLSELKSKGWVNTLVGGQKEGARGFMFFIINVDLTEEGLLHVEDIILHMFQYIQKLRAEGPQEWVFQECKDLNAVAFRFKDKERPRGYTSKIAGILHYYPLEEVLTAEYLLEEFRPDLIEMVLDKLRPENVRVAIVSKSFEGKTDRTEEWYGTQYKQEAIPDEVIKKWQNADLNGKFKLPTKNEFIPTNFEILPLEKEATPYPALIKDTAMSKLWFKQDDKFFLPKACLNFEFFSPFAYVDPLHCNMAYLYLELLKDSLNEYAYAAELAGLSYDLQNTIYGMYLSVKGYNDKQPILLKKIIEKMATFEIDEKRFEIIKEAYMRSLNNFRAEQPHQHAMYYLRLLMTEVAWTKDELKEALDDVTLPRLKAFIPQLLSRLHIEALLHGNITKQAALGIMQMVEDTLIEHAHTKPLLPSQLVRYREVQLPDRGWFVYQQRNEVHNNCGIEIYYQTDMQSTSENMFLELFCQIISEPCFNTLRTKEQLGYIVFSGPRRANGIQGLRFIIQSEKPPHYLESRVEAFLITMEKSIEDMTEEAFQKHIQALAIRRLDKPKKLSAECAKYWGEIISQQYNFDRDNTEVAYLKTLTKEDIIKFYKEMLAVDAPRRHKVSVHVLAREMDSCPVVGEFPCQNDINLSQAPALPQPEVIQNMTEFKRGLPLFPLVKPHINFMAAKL
# CRFR2-BP ag = CRF-BP/CRF-R2 complex agonism. HEK293 CRF-R2/CRF-BP, calcium dye fluorescence (FLIPR); percent of saturating CRF peptide response. activation, % at 13.2 µM. hit rate 0.46% among 350,000. AID 588473;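 active = activation of at least 50%, plus an integration ratio under a set limit after plate pattern correction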;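 note: plate controls were neutral control wells without compound for no effect and CRF at EC100 for full effect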
# CRFBP-R2 block = blocks CRF-induced signaling of the CRF-BP/CRF-R2 complex. HEK293 CRF-R2/CRF-BP, CRF-induced calcium fluorescence. inhibition, % at 11.8 µM. hit rate 0.59% among 350,000. AID 588475;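 active = inhibition of the ligand-induced calcium signal above about 50% at the single tested concentration, limit read from the data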
# M5 PAM = CHRM5 positive allosteric modulation | CHO-K1 hM5, Fluo-8 calcium, ACh EC20 PAM; 0% = ACh EC20, 100% = ACh EC100 | activation, % at 3 µM | hit rate 0.3% among 360,000;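 active = activation above the run cutoff, the mean activation of all test compounds plus 3 SD, cut at about 18% in these data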
#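 Assay system: CHO-K1 hM5 cells. Also added: acetylcholine at EC20 concentration, added after compound. Dosing: 3 µM, single dose. Times: compound preincubation 140 s before EC20 acetylcholine addition. Signal: Fluo-8 calcium fluorescence. Measure: % activation relative to EC20 and EC100 ACh responses. Repeats: singlicate, one well per test compound.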
# M4 ag = agonists of human muscarinic M4 receptor (CHRM4); P08173; CHO-K1 hM4/Gqi5, Fluo-8 calcium fluorescence; vehicle 0%, full acetylcholine response 100%; activation, % at 3 µM; hit rate 0.14% among 360,000;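 active = activation above the run mean over all test wells plus 3 SD, cut at about 32% in these data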;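 note: peak over basal fluorescence ratio per well then scaled between controls; 0% = DMSO wells and 100% = acetylcholine at EC100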
# An asterisk follows results filed as active; . = not tested or not shown. Not a hit list. Share with any hit: about 2.9%.
1) CCCC1C(=O)Nc2ccccc2N1C(=O)c1cccc(C)c1 (stereo unspecified)
2) CC1(C)C=C(c2ccc(C(=O)O)s2)CC(C)(C)N1
3) C=CCSc1nc(C)c(CC(=C)C)c(=O)[nH]1
4) CSCCNC(=O)c1ccc(C(C)(C)C)cc1
5) COc1cc(/C=N\NC(=O)c2ccccc2F)ccc1Oc1ccc([N+](=O)[O-])cn1
6) O=C1Nc2ccccc2-n2nnnc2C1N1CCc2ccccc2C1 (stereo unspecified)
7) O=C(c1c[nH]c2ccc(F)cc2c1=O)N1CCCCCC1
8) Cc1cc(Cl)ccc1NC(=S)NCc1cccs1
9) Cn1c(=O)c2cnc(-c3ccc(C(F)(F)F)cc3)nc2n(C)c1=O
10) CCOC(=O)c1nc(NNC(C)=O)sc1C
assay / entry	1	2	3	4	5	6	7	8	9	10
M5 ag	-10.2	1.5	1.3	-4.7	1.2	-2.5	0.2	-5.7	-1.8	1.7
CHRM4 antagonist	45.0*	-1.1	-8.3	2.4	-0.6	10.0	-2.1	1.4	4.8	-6.0
M5 antag	29.1*	4.5	3.6	-1.1	9.9	4.3	-2.8	-1.1	17.5	0.4
M4 PAM	-17.9	3.5	7.7	5.0	-10.5	-5.0	1.1	-2.8	-1.8	-0.3
IDE cell inh	1.5	3.4	4.9	7.2	5.9	.	-0.8	-0.5	-3.6	-1.9
CRFR2-BP ag	-4.7	-0.9	-0.2	-1.5	0.9	.	-1.0	-1.0	-1.2	-3.4
CRFBP-R2 block	-18.1	12.7	-6.4	-1.6	-1.2	.	10.9	18.4	-5.8	0.0
M5 PAM	-21.4	-3.1	5.5	0.8	-8.2	-2.2	0.4	5.0	-7.3	2.2
M4 ag	1.5	0.3	2.1	-0.9	5.0	1.5	0.4	6.2	0.0	0.4

# One compound at a time (already shown). Order of values: M5 ag | CHRM4 antagonist | M5 antag | M4 PAM | IDE cell inh | CRFR2-BP ag | CRFBP-R2 block | M5 PAM | M4 ag
# Record of COc1cc(/C=N\NC(=O)c2ccccc2F)ccc1Oc1ccc([N+](=O)[O-])cn1 = 1.2 | -0.6 | 9.9 | -10.5 | 5.9 | 0.9 | -1.2 | -8.2 | 5.0
# Record of Cc1cc(Cl)ccc1NC(=S)NCc1cccs1 = -5.7 | 1.4 | -1.1 | -2.8 | -0.5 | -1.0 | 18.4 | 5.0 | 6.2
# Record of CSCCNC(=O)c1ccc(C(C)(C)C)cc1 = -4.7 | 2.4 | -1.1 | 5.0 | 7.2 | -1.5 | -1.6 | 0.8 | -0.9
# Record of CCCC1C(=O)Nc2ccccc2N1C(=O)c1cccc(C)c1 (stereo unspecified) = -10.2 | 45.0* | 29.1* | -17.9 | 1.5 | -4.7 | -18.1 | -21.4 | 1.5
# Record of O=C(c1c[nH]c2ccc(F)cc2c1=O)N1CCCCCC1 = 0.2 | -2.1 | -2.8 | 1.1 | -0.8 | -1.0 | 10.9 | 0.4 | 0.4

# (next part)
11) COc1ccc(CCN(C)C(=O)c2cccc(S(=O)(=O)NCc3ccccc3)c2)cc1OC
12) COc1ccccc1CNC(=O)COC(=O)c1cc2ccccc2o1
13) CCOC(=O)c1cc(N)cc([N+](=O)[O-])c1
14) O=C(NC1CCCC1)C1CCC(=O)N1C1CCCCC1 (stereo unspecified)
15) CCN(CC)C(=O)CN1C(=O)COCC1=O
16) CCCCC(=O)Nc1ccccc1N1CCN(c2ccc(F)cc2)CC1
17) CC(C)(C)N(Cc1ccccc1)C(=O)COC(=O)C1=NN(c2ccccc2)C(=O)CC1
18) Nc1nnnn1/N=C/c1ccc(Br)cc1
19) Cc1cccc(Cn2nc(C)cc2NC(=O)CCCn2ccc([N+](=O)[O-])n2)c1
20) CC(Oc1ccccc1Cl)C(=O)N1CCOCC1 (stereo unspecified)
assay / entry	11	12	13	14	15	16	17	18	19	20
M5 ag	0.9	1.4	-0.7	-0.1	-0.4	-4.5	1.0	-6.0	4.5	-2.1
CHRM4 antagonist	-3.2	-1.1	10.7	-5.3	-11.3	-13.5	1.6	-1.5	-6.8	4.2
M5 antag	17.1	7.9	2.8	18.2	-6.5	13.5	-6.7	10.4	11.4	11.3
M4 PAM	-1.4	-3.5	6.2	-12.9	2.6	3.2	1.0	-0.3	7.0	-1.9
IDE cell inh	0.9	4.9	-0.6	-1.4	0.0	-0.7	.	.	0.1	2.9
CRFR2-BP ag	-0.9	-2.1	2.0	-1.9	1.7	0.4	-0.6	-3.4	-2.5	-0.7
CRFBP-R2 block	2.9	0.4	-6.4	-3.9	-0.7	-7.7	-21.0	12.2	28.4	8.2
M5 PAM	-8.4	-13.3	-4.5	-6.7	6.0	-6.5	4.8	-7.1	6.7	-5.3
M4 ag	7.7	10.1	1.4	11.6	3.2	-1.3	1.4	0.6	2.3	0.3

21) C/C=C/C=C\C(=O)Nc1cccc(C2=NOC3(C2)C[C@H](C(N)=O)N(C(=O)CC#N)C3)c1 (stereo partly specified)
22) CSCC[C@@H](C(=O)NCCCCCCCCCCC(=O)N1CCNCC1)n1cc(CCO)nn1
23) Cc1ccc(C)c(OCCC(=O)OCC(=O)NC(=O)NCc2ccccc2)c1
24) COC(=O)C1CCN(C(=O)NC2CC(=O)N(c3ccc4c(c3)OCCO4)C2)CC1 (stereo unspecified)
25) O=[N+]([O-])c1ccc(NCCNS(=O)(=O)c2ccccc2)c(C(F)(F)F)c1
26) CCCCn1c(SCC(=O)c2ccccc2)nc2ccsc2c1=O
27) COc1ccccc1N1CCN(/N=C/c2c(C)nn(-c3ccccc3)c2C)CC1
28) COC(=O)c1ccc(NC(=O)C[n+]2ccccc2C)cc1
29) C=CCn1c(SCC(=O)c2ccc(O)c(O)c2)nnc1-c1cccc(C)c1
30) NC(=O)c1cc2ccccc2oc1=NCc1ccccc1
assay / entry	21	22	23	24	25	26	27	28	29	30
M5 ag	0.4	-6.4	-1.8	5.2	-6.0	-2.7	-2.4	-18.8	0.4	-1.6
CHRM4 antagonist	-0.2	-8.3	4.6	-1.8	2.9	3.3	-10.7	10.0	-10.6	-4.5
M5 antag	4.2	19.6	3.0	-3.7	-1.3	-1.1	-3.0	-15.7	2.1	4.0
M4 PAM	10.9	17.5	3.2	-0.6	0.2	6.8	4.4	-12.6	8.8	6.4
IDE cell inh	0.0	-0.2	-4.5	-0.5	-2.3	4.3	0.8	.	0.5	-5.3
CRFR2-BP ag	2.8	1.7	0.8	-0.4	-0.1	-0.6	-1.2	-0.6	-0.5	1.6
CRFBP-R2 block	-1.8	-7.8	-3.9	-4.9	-17.0	0.0	29.2	2.0	3.9	-31.3
M5 PAM	3.5	-4.5	-0.6	2.9	-2.8	0.5	6.0	-0.1	-3.9	-2.8
M4 ag	0.9	0.4	0.0	0.1	3.5	-2.0	0.0	0.8	3.0	1.2

31) CSc1cc(C)nc(N(C)C(C)=O)n1
32) CNC(C)C#Cc1ccc2c(=O)c3ccccc3oc2c1 (stereo unspecified)
33) S=C(NCc1ccncc1)NC1CCCC1
34) CC(C)(C)C(=O)N1CCN(c2ncccc2C(F)(F)F)CC1
35) COc1ccc(CCN2CC(C(=O)NCCc3cn[nH]c3)CCC2=O)cc1 (stereo unspecified)
36) N=c1c(C(=O)NC2CCCCC2)cc2c(=O)n3ccccc3nc2n1CCc1ccccc1
37) Nc1c(C(=O)CSc2n[nH]c(-c3ccccc3)n2)c(=O)[nH]c(=O)n1C1CC1
38) Cc1ccc(/C=N/NC(=O)c2ccccc2OCc2ccc(F)cc2)o1
39) CCCC(=O)C1=C(N2CCCCC2)CC(C)(C)C(C(=O)OC)C1=O (stereo unspecified)
40) O=C1C(Cl)=C(Nc2ccccc2O)C(=O)N1CCc1ccccc1
assay / entry	31	32	33	34	35	36	37	38	39	40
M5 ag	0.9	-0.2	-3.4	0.3	-0.1	-2.5	4.8	-0.1	-1.4	-0.2
CHRM4 antagonist	-12.0	-10.8	3.2	-5.8	0.4	-4.4	2.6	-8.7	-3.6	0.5
M5 antag	7.3	8.0	-6.7	-5.0	4.6	-1.8	-0.5	-1.3	1.9	8.8
M4 PAM	19.1*	-3.9	-1.0	19.3	6.0	-6.5	23.4*	8.5	-1.2	-4.2
IDE cell inh	2.1	1.9	1.4	4.3	-0.4	1.8	.	5.8	-5.2	-4.5
CRFR2-BP ag	1.1	-0.9	1.0	-1.2	-0.3	4.6	-0.4	-0.6	-2.4	10.9
CRFBP-R2 block	-17.4	1.9	12.0	-2.1	3.9	-9.0	-11.5	4.0	20.2	-64.5
M5 PAM	-5.4	-3.6	0.8	1.5	13.1	5.5	2.4	0.1	10.0	-6.2
M4 ag	0.2	7.7	1.3	1.0	0.9	1.3	2.1	1.4	1.3	3.2

41) COc1ccc(NC(=O)COC(=O)CCNC(=O)c2ccco2)cc1Cl
42) COc1ccc(-c2nc(N)n(C(=O)c3ccccc3)n2)cc1
43) Cc1ccc(CNC(=O)C2=NNC(=O)CC2)cc1
44) CCc1cccc(C)c1NC(=O)C1CCCN1C(=O)NCc1ccccc1 (stereo unspecified)
45) COc1ccc(-c2cc(-c3cc(OC)ccc3O)[nH]n2)cc1
46) O=C(NN1C(=O)C2C3C=CC(C3)[C@H]2C1=O)c1cccnc1 (stereo partly specified)
47) O=C(O)Cc1sc(Nc2ccc(F)cc2)nc1-c1cccs1
48) COC(=O)CNC(=O)C1Cc2ccccc2CN1S(=O)(=O)c1ccc(F)cc1 (stereo unspecified)
49) COc1cccc(/C(C)=N/NC(=O)Cc2c(C)[nH][nH]c2=O)c1
50) CC(OC(=O)c1ccco1)C(=O)Nc1nc(-c2ccccc2)cs1 (stereo unspecified)
51) Cc1ccc(-c2noc(C3CCCN(C(=O)c4ccccc4Br)C3)n2)o1 (stereo unspecified)
52) Cc1ccc(CNC(=O)c2ccc(N3CCC4(CC3)CC(c3ccccc3)=NO4)c([N+](=O)[O-])c2)cc1
assay / entry	41	42	43	44	45	46	47	48	49	50	51	52
M5 ag	2.9	-3.7	-0.5	-3.6	-2.5	-0.9	20.6	0.4	-0.3	0.6	-0.8	4.1
CHRM4 antagonist	1.6	-3.7	9.0	3.3	2.0	-6.1	0.9	-3.5	-0.1	1.7	-0.9	6.1
M5 antag	8.1	9.9	-4.4	16.4	2.9	5.8	-10.6	-1.6	6.6	24.4	14.0	3.3
M4 PAM	5.1	2.5	-4.2	-4.3	-3.9	7.2	-7.7	-0.1	-4.4	-3.6	-2.8	-3.0
IDE cell inh	-2.9	.	6.1	-4.0	0.6	0.6	7.4	-0.2	-0.3	5.1	-0.3	-2.3
CRFR2-BP ag	-0.1	0.6	1.4	-0.5	17.3	2.1	0.0	0.6	0.9	2.1	-0.6	-0.9
CRFBP-R2 block	-0.7	-11.0	-3.3	0.6	-5.3	-8.2	-37.8	-4.0	24.5	-15.4	5.2	7.9
M5 PAM	1.1	-7.3	7.5	-1.9	-1.5	-4.1	0.0	0.0	-5.4	-10.4	-5.6	-4.6
M4 ag	2.2	0.0	1.3	0.9	0.7	0.7	10.0	1.2	0.7	7.2	0.7	2.1
